West Nile antiviral: inhibition of WNV-induced cytopathic effect – cell-based, CPE readout (AID 1621) | West Nile virus-infected cells, CPE inhibition; higher % means a stronger effect | CPE inhibition, % at 10 µM, or IC50 in µM where a hit was titrated | actives 0.02% (n = 290,000); in the data active = a potency from the dose series; also: strong numbers were not always called active
human PMI inhibitors: MPI inhibition at elevated mannose 6-phosphate – biochemical, fluorescence intensity, high mannose 6-phosphate, primary screen (AID 1220) | actives 0.66% (n = 190,000) | recombinant PMI enzyme, coupled fluorescence intensity; higher % means a stronger effect | inhibition, % at 20 µM, or IC50 in µM where a hit was titrated
K1F lysis inhibition: inhibition of K1F phage lysis, E. coli UTI89, bacterial capsule biogenesis inhibitors, alamar blue (AID 488966); E. coli UTI89 K1F phage lysis, alamar blue, 2 h; higher % means a stronger effect; one-dose inhibition, % at 100 µM; IC50 in µM for titrated hits; actives 0.02% (n = 340,000);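 active = phage lysis inhibition, versus mean bacterial control, above a set limit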;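 also: capsule biogenesis inhibitors block K1F phage lysis so surviving cells raise fluorescence; higher fluorescence means more inhibition of phage lysis; actives were called in the ten point dose series up to 300 µM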
T cell modulator: T cell immune modulators affecting CD8 T cell-vesicle binding; 2C CD8+ T cell-vesicle binding, flow cytometry; hits give low values; calls only at 7 µM; actives 0.068% (n = 330,000);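 active = response, share of CD8 T cells binding vesicles, and their 90th percentile fluorescence all below set limits, cut at about 80% in these data, passing the limit was not always enough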
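material = purified 2C TCR transgenic mouse naive CD8+ T cells | controls = Unloaded micro-vesicles (low), QL9 vesicles with 0.7% DMSO (high) | detection = cytometric PE anti-B7-1 and Alexa647 anti-CD8 signals after 1% paraformaldehyde fixation | incubation = binding step 1.5 h, 37 °C, antibody labelling 20 min, ice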
RSV antiviral HEp-2: RSV antiviral activity via CPE protection, HEp-2 cells, primary 10 µM value included (AID 2391) | HEp-2 cells, RSV-induced CPE inhibition; higher % means a stronger effect | one-dose CPE inhibition, % at 10 µM; IC50 in µM for titrated hits | actives 0.13% (n = 310,000); in the data active = a potency from the dose series; also: strong numbers were not always called active
P. falciparum M17LAP: P. falciparum M17LAP inhibitors, primary screen, biochemical, fluorogenic H-Leu-NHMec substrate, 1536-well (AID 1619) | recombinant M17LAP, H-Leu-NHMec fluorogenic kinetic assay; higher % means a stronger effect | inhibition, % at 30 µM; hits with a dose series show IC50 in µM | actives 0.38% (n = 220,000);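 active = compound inhibiting the enzyme by more than half at any dose during confirmatory dose-response retesting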;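 also: plate controls were full reaction with DMSO carrier for no effect and no enzyme background for full effect; strong numbers were not always called active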
TNAP activation fold: stimulation of alkaline phosphatase TNAP activity – biochemical, luminescent, no phosphate acceptor, uHTS, primary screen (AID 1001). purified TNAP, luminescent activation assay, no phosphate acceptor; higher activation fold means a stronger effect. activation fold at 20 µM, or EC50 in µM where a hit was titrated. actives 0.03% (n = 200,000); in the data active = activation fold from about 3, or a potency from the dose series; inactive = the rest, 99 in 100 with activation fold below about 1.6; also: many of its hits are not listed in these tables
PMI inhibitors: MPI enzyme activity inhibition – biochemical, fluorescence intensity, coupled assay, primary screen (AID 1209); actives 0.42% (n = 190,000); inhibition, % at 20 µM; hits with a dose series show IC50 in µM; purified PMI enzyme, coupled fluorescence intensity; higher % means a stronger effect;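 also: plate controls were DMSO vehicle for no effect and wells lacking substrate for full effect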
P. falciparum M1AAP: P. falciparum M1AAP inhibitors, biochemical, fluorogenic H-Leu-NHMec substrate, 1536-well (AID 1445); recombinant M1AAP, H-Leu-NHMec fluorogenic kinetic assay; higher % means a stronger effect; actives 0.42% (n = 220,000); inhibition, % at 30 µM, or IC50 in µM where a hit was titrated;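 active = primary inhibition above the hit cutoff, then over 50% inhibition at one or more dose response concentrations, cut at about 23% in these data, passing the limit was not always enough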;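 also: plate controls were DMSO full reaction for no effect and no enzyme background for full effect; strong numbers were not always called active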
T cell modulator vesicle-bound %: recorded beside T cell modulator, whose call it bears; double positive events, %; measured here: CD8+ vesicle-bound cell fraction;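 binding gate set so that unloaded-vesicle control wells show 10% double positive cells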
Numbers without * were called inactive; i = inactive; x = no result given; [ ] = remark or other dose. Rule as the data show it, unless noted: active = inhibition above about 50%; inactive = the rest. Rows are unselected (roughly 1.5% active in at least one column).

SMILES	West Nile antiviral	human PMI inhibitors	K1F lysis inhibition	T cell modulator	T cell modulator vesicle-bound %	RSV antiviral HEp-2	P. falciparum M17LAP	TNAP activation fold	PMI inhibitors	P. falciparum M1AAP
Cc1ccc(CNC(=O)C2CCC(=O)N(C3CCCC3)C2)c(F)c1F (stereo not drawn)	-0.2%	x	0.3%	i	12.2	0.4%	x	x	x	x
COc1nc(-c2ccccc2)ccc1-c1noc(COc2ccccc2)n1	-0.2%	8.0%	-0.3%	i	30.8	3.4%	12.4%	1.1	20.3%	6.5%
Nc1nc(CN2CCN(c3ccccc3)CC2)nc(N2CCCc3ccccc32)n1	-0.5%	7.0%	-0.1%	i	43.7	-1.5%	3.6%	1	5.0%	-2.0%
CCN(CC)CCCn1c(C)cc2c(c1=O)C(c1ccccc1)C(C#N)=C(N)O2 (stereo not drawn)	0.0%	3.2%	0.7%	i	51.2	0.1%	-1.3%	1.1	0.8%	-14.1%
CN(CC(=O)NCc1ccccc1F)S(=O)(=O)c1ccc(Cl)cc1	-0.5%	x	0.3%	i	60.9	0.9%	x	x	x	x
Cc1nnsc1S(=O)(=O)c1ccccc1	0.2%	x	0.1%	i	21.3	7.7%	x	x	x	x
COc1ccc(COC(=O)c2cccc(S(=O)(=O)N3CCCC3)c2)cc1F	0.2%	x	0.7%	i	9.3	3.0%	x	x	x	x
CCCCC(=O)Nc1ccc(C(=O)NCCc2ccccc2)cc1	0.1%	3.9%	1.0%[50 µM]	i	44.3	3.6%	-0.8%	1.1	13.6%	1.9%
COc1ccc(OC)c(NC(=O)c2cccnc2)c1	0.4%	x	0.0%	i	50.6	-0.4%	x	x	x	x
O=C(CO/N=C/c1ccccc1)Nc1c(F)c(F)c(F)c(F)c1F	-0.3%	-7.5%	0.2%	i	59.4	2.8%	18.7%	1.2	-2.9%	7.5%
Cc1ccccc1CCNC(=O)C1CCCN(c2cnccn2)C1 (stereo not drawn)	-0.5%	x	0.5%	i	10.0	2.4%	x	x	x	x
COc1cccc(N2CC(C)Cn3c2nc2c3c(=O)[nH]c(=O)n2C)c1 (stereo not drawn)	-0.6%	x	-0.1%[50 µM]	i	30.4	6.6%	x	x	x	x
CCOc1ccc(NC(=S)NC(=O)/C=C/c2ccc(OC)c(OC)c2)c([N+](=O)[O-])c1	-0.1%	13.9%	0.9%	i	45.2	0.5%	3.1%	1.1	15.2%	0.0%
CCN(C(=O)c1cc(S(=O)(=O)N2CCCCC2)c[nH]1)c1ccc(OC)cc1	-1.5%	x	-1.4%	i	25.3	2.4%	x	x	x	x
CCOC(=O)N1CCN(CC(O)COC(CC)c2ccccc2)CC1 (stereo not drawn)	-0.4%	-6.7%	-0.1%	i	1.8	-1.2%	0.0%	1.1	-2.3%	-1.9%
C=CCNC(=O)c1ccc2c(c1)nnn2C	0.5%	3.7%	-0.3%	i	18.2	2.1%	3.2%	1	-2.4%	3.9%
Cc1cc(N/C(=N/S(=O)(=O)c2cc(F)ccc2F)c2ccccc2)n(-c2ccccc2)n1	-0.5%	-0.4%	0.6%	i	28.3	7.0%	7.9%	1.1	0.0%	16.0%
CCCc1cc(C(=O)Nc2cc(Br)ccc2O)no1	0.9%	7.6%	0.0%	i	44.3	3.6%	-11.8%	0.9	11.0%	4.4%
CC1Cc2cc(/C(O)=C3/C(=O)C(=O)N(Cc4ccncc4)C3c3ccc(N(C)C)cc3)ccc2O1 (stereo not drawn)	0.0%	x	0.2%	i	33.4	-0.3%	x	x	x	x
COc1ccccc1CN1CCNC(=O)C1CC(=O)NCCc1cnccn1 (stereo not drawn)	0.3%	21.3%	0.9%	i	9.4	-0.1%	-1.5%	1.1	9.6%	-3.2%
CCOc1ccccc1N1CCN(C(=O)c2c(C)noc2C)CC1	0.4%	-1.0%	3.9%	i	11.9	2.0%	-5.8%	1.1	0.0%	6.1%
CCOC(=O)c1c(-c2ccc(C)o2)csc1NC(=O)CN(C)CC(=O)Nc1ccc(C)cc1	1.0%	0.8%	-0.3%	i	28.2	3.0%	6.0%	0.9	0.1%	17.9%
Cc1nc2c(C(=O)NCCc3ccccc3Cl)c[nH]n2c(=O)c1Cl	-0.5%	-10.6%	0.1%	i	9.4	0.9%	-5.3%	1	2.9%	21.4%
CN1C(=O)SC(Nc2cccc3ccccc23)C1=O (stereo not drawn)	0.7%	3.4%	12.7%	i	18.5	-0.2%	18.0%	1.1	1.7%	8.8%
COCCn1c(Cc2cccn2C)nnc1SCC(=O)NCc1ccc2c(c1)OCO2	0.0%	-5.6%	0.1%	i	34.5	-2.1%	3.0%	0.9	-2.5%	2.3%
CCOC(=O)c1c(NC(=O)C2=C(C)NC(=S)NC2c2ccc(C)cc2)sc(C)c1C (stereo not drawn)	0.1%	6.2%	-0.2%[50 µM]	i	0.1	6.8%	8.4%	1	10.6%	13.0%
Oc1ccc(/C=N/N2CCCCC2)c(O)c1	-0.1%	x	0.2%	i	20.3	2.1%	x	x	x	x
CN(C)S(=O)(=O)c1ccc(Cl)c(NC(=O)COC(=O)/C=C/c2cnc3ccccc3n2)c1	-0.2%	x	0.0%	i	38.3	1.7%	-2.8%	x	x	3.9%
Cc1ccccc1/C=C/c1cc[n+](C)cc1	-0.3%	-1.3%	-0.2%	i	0.0	0.2%	26.4%	1.1	27.2%	18.3%
COC(=O)c1sccc1NC(=S)N1CCN(c2cc(C)ccc2C)CC1	-1.9%	4.7%	1.8%[50 µM]	i	7.5	2.9%	12.1%	1.1	5.3%	4.1%

A second format for some results above:
Compound | West Nile antiviral | human PMI inhibitors | K1F lysis inhibition | T cell modulator | T cell modulator vesicle-bound % | RSV antiviral HEp-2 | P. falciparum M17LAP | TNAP activation fold | PMI inhibitors | P. falciparum M1AAP
CC1Cc2cc(/C(O)=C3/C(=O)C(=O)N(Cc4ccncc4)C3c3ccc(N(C)C)cc3)ccc2O1 (stereo not drawn) | 0.0% | x | 0.2% | i | 33.4 | -0.3% | x | x | x | x
COc1ccccc1CN1CCNC(=O)C1CC(=O)NCCc1cnccn1 (stereo not drawn) | 0.3% | 21.3% | 0.9% | i | 9.4 | -0.1% | -1.5% | 1.1 | 9.6% | -3.2%
CCOc1ccccc1N1CCN(C(=O)c2c(C)noc2C)CC1 | 0.4% | -1.0% | 3.9% | i | 11.9 | 2.0% | -5.8% | 1.1 | 0.0% | 6.1%
CCOC(=O)c1c(-c2ccc(C)o2)csc1NC(=O)CN(C)CC(=O)Nc1ccc(C)cc1 | 1.0% | 0.8% | -0.3% | i | 28.2 | 3.0% | 6.0% | 0.9 | 0.1% | 17.9%
Cc1nc2c(C(=O)NCCc3ccccc3Cl)c[nH]n2c(=O)c1Cl | -0.5% | -10.6% | 0.1% | i | 9.4 | 0.9% | -5.3% | 1 | 2.9% | 21.4%
CN1C(=O)SC(Nc2cccc3ccccc23)C1=O (stereo not drawn) | 0.7% | 3.4% | 12.7% | i | 18.5 | -0.2% | 18.0% | 1.1 | 1.7% | 8.8%
COCCn1c(Cc2cccn2C)nnc1SCC(=O)NCc1ccc2c(c1)OCO2 | 0.0% | -5.6% | 0.1% | i | 34.5 | -2.1% | 3.0% | 0.9 | -2.5% | 2.3%
CCOC(=O)c1c(NC(=O)C2=C(C)NC(=S)NC2c2ccc(C)cc2)sc(C)c1C (stereo not drawn) | 0.1% | 6.2% | -0.2%[50 µM] | i | 0.1 | 6.8% | 8.4% | 1 | 10.6% | 13.0%
Oc1ccc(/C=N/N2CCCCC2)c(O)c1 | -0.1% | x | 0.2% | i | 20.3 | 2.1% | x | x | x | x

More structures:
SMILES	West Nile antiviral	human PMI inhibitors	K1F lysis inhibition	T cell modulator	T cell modulator vesicle-bound %	RSV antiviral HEp-2	P. falciparum M17LAP	TNAP activation fold	PMI inhibitors	P. falciparum M1AAP
Cc1cc(NC(=O)COC(=O)c2cccc(O)c2)no1	0.2%	4.1%	-0.4%	i	36.9	0.2%	6.4%	0.5	0.9%	13.2%
CC(=O)Nc1nc(C)nc(C)c1C(C)=O	0.1%	10.7%	0.1%	i	0.7	-0.5%	-14.7%	1.1	10.4%	3.1%
Cc1cc(C)nc(NC(=O)Cc2ccc(Br)cc2)n1	-0.3%	-3.9%	0.2%	i	30.2	-0.8%	-2.8%	1.1	-4.7%	-2.4%
O=c1[nH]c(CN2CCOCC2)nc2ccccc12	0.1%	1.4%	-0.6%	i	59.3	-2.0%	-1.3%	1	0.3%	8.6%
Cc1nn(-c2ccccc2)c(N)c1N=Nc1cccnc1	0.3%	-0.1%	0.8%	i	30.3	1.9%	17.4%	1	1.9%	12.9%
Nc1ncc2c(n1)-c1ccccc1CC2	0.1%	32.5%	-2.4%	i	56.6	14.8%	1.6%	1.1	13.6%	5.4%
O=C(COC(=O)CCc1nc2ccccc2c(=O)[nH]1)Nc1ccc2c(c1)OCO2	0.5%	x	0.0%	i	33.9	-0.1%	-0.8%	x	x	2.8%
Cc1ccc(N(CC(=O)NCC2CCCO2)S(=O)(=O)c2ccccc2)c(C)c1 (stereo not drawn)	-0.5%	x	0.1%	i	19.0	-0.5%	x	x	x	x
O=C(Cn1cnc2scc(-c3ccccc3)c2c1=O)NCc1ccco1	-0.3%	5.6%	0.2%	i	58.6	1.7%	x	1.1	7.3%	x
Cc1ccc2nc(C(=O)N3CCCC(Nc4ccc(F)cc4)C3)cn2c1 (stereo not drawn)	-0.2%	x	-0.1%[50 µM]	i	12.8	1.8%	x	x	x	x
CCCCCN(C(=O)NC(=O)Nn1cnnc1)S(C)(=O)=O	-0.2%	5.9%	-1.6%	i	14.6	0.6%	-1.7%	1.1	8.2%	-0.8%
Cc1ccccc1-c1ccc(=O)n(CC(=O)Nc2ccc(N3CCOCC3)cc2)n1	-1.1%	7.3%	2.4%	i	17.2	2.5%	6.7%	1.1	-10.8%	1.8%
COC(=O)c1ccc(N)cc1O	-0.1%	7.8%	-0.1%	i	34.1	1.5%	7.0%	1.1	8.0%	5.8%
NC(=O)NCCCC(NC(=O)c1ccc(C#CC2(O)CCCCC2)cc1)C(=O)O (stereo not drawn)	1.4%	0.8%	0.5%	x	x	-1.1%	19.8%	1.3	1.5%	-5.6%
CCOc1ccc(C(C(=O)NC2CCCCC2)N(C(=O)Cc2cccs2)c2ccc(-n3cnnn3)c(OC)c2)cc1 (stereo not drawn)	-0.2%	-10.0%	-0.7%	i	47.4	3.4%	1.7%	1.2	2.1%	2.4%

Screening data (PubChem BioAssay)
